Rin1-Abl PPI inh: blocks binding of human Rin1 to Abl; P00519+Q13671; TR-FRET Rin1/Abl binding, biochemical; inhibition, % at 7.35 µM; actives 0.4% (n = 360,000); in the data active means inhibition above about 5%, passing the limit was not always enough
PABP1 MLLE inh: inhibitors of microRNA-mediated deadenylation, human PABP1 MLLE binding; inhibition, % at 20 µM; GST-MLLE / FITC-PAM2 fluorescence polarization; actives 0.36% (n = 360,000); AID 588489; in the data active means inhibition above about 35%, passing the limit was not always enough;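 further: plate controls were DMSO wells with GST-MLLE for no effect and wells lacking GST-MLLE protein for full effect; some results filed as inactive read as strong as hits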
Rpn11 block: Rpn11 (human) deubiquitinase inhibition; calls only at 20 µM; O00487; human 26S proteasome, Ub4-pepOG fluorescence polarization; 20S core pre-blocked with epoxomicin; actives 0.59% (n = 360,000);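 active means inhibition at 20 µM, scaled to each plate's controls, above about 33%, limit read from the data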
FAS-TE inh: inhibitors of human fatty acid synthase thioesterase domain; P49327; recombinant FAS-TE, OMFH fluorogenic substrate, fluorescence endpoint; inhibition, % at 15 µM; actives 0.67% (n = 360,000);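 active means compounds whose normalised, plate-corrected inhibition of enzyme fluorescence in the single-dose primary screen is 50% or more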;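 further: 0% = DMSO with enzyme and 100% = substrate without enzyme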
MsrA inh: bovine MsrA inhibition; purified bovine MsrA, absorbance read-out; inhibition, % at 15.5 µM; actives 0.75% (n = 360,000); AID 651718; in the data active means inhibition above about 4.5%;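 further: 0% = vehicle wells with enzyme and 100% = reference inhibitor wells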
CSN deneddyl inh: blocks human CSN-mediated cullin deneddylation; Q92905; Purified CSN, SCF-Nedd8-OG deneddylation, fluorescence polarization; inhibition, % at 12.5 µM; actives 0.38% (n = 360,000); AID 651999;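 active means pattern-corrected inhibition above about 35%, with an unprinted fluorescence ratio check between 0.5 and 1.5, limit read from the data, passing the limit was not always enough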;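 further: 0% = enzyme with substrate and 100% = substrate without enzyme; some results filed as inactive read as strong as hits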
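Schedule: reaction 90 min, room temperature / Assay system: HEK293T-derived human Csn5 enzyme / Input: Csn5 at 0.24 nM final / Measure: inhibition of Csn5 cleavage, % / Control set: substrate-only high control, full reaction low control / Technique: fluorescence polarization of the substrate / Buffer or medium: Tris/NaCl/DTT buffer, pH 7.5 / Reagent: SCFSkp2-Nedd8OG substrate at 10 nM final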
MsrA act: activators of bovine methionine sulfoxide reductase A; purified bovine MsrA, absorbance read-out; activation, % at 10.6 µM; actives 0.3% (n = 360,000); in the data active means activation above about 7.5%;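 further: 0% = vehicle and 100% = reference activator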
MT1-MMP act inh: inhibitors of human MT1-MMP activation. GFP/RFP ratio change, % at 20 µM. HT1080 RFP-PRO-GFP cells, GFP/RFP ratio fluorescence, overnight; percent of plate control window, DMSO zero. actives 0.061% (n = 360,000);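 active means GFP/RFP ratio change of at least 30% with cell ATP level not reduced by more than half and red fluorescence within 50% of control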; further: strong numbers were not always called active
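Assay system: HT1080 RFP-PRO-GFP cells. Benchmarks: DMSO vehicle wells and RFP-L50D-GFP reporter cell wells. Times: overnight cell settling, then overnight compound exposure, 37 °C, 5% CO2. Compound: 20 µM single dose, 1% DMSO. Read-out basis: GFP/RFP fluorescence ratio.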
eLon inh: inhibits E. coli Lon protease; P0A9M0; purified E. coli Lon protease, fluorescence polarization; inhibition, % at 7.94 µM; actives 0.42% (n = 360,000); AID 602123; in the data active means inhibition above about 13%, passing the limit was not always enough;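 further: 0% = enzyme with probe and DMSO and 100% = no enzyme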
Numbers without * were called inactive; i = inactive; nt = not tested or not shown.

SMILES	Rin1-Abl PPI inh	PABP1 MLLE inh	Rpn11 block	FAS-TE inh	MsrA inh	CSN deneddyl inh	MsrA act	MT1-MMP act inh	eLon inh
Cc1ccccc1NC(=O)COc1ccc2c(c1)OC(C)(C)CC2=O	-1.7	-10.3	i	-3.8	-1.4	6.2	-5.7	-2.9	0.7
COc1ccc(C(=O)NCCCc2ccccc2)cc1	-2.7	2.8	i	-4.1	-0.4	-7.2	-0.7	3.1	-5.4
C=CCNc1nc(C2(C)CC3(CC(C)(C)OC3=O)C(=O)O2)cs1 (stereo not given)	2.2	4.6	i	-4.6	0.7	3.0	-0.1	4.1	-0.9
Brc1ccc(CSc2nnc(-c3cccnc3)o2)cc1	1.9	-20.1	i	6.9	0.0	-2.5	-1.3	-1.6	2.6
COC(=O)Cn1c(=NC(=O)c2ccc(OC)c(OC)c2)sc2cc(OC)ccc21	1.6	5.9	i	-8.5	1.2	-8.6	2.8	-3.0	-3.4
CC(C)Cc1cc(C(=O)NCCCN2CCOCC2)no1	-3.8	-5.1	i	0.8	1.7	7.4	2.2	1.6	5.6
Cc1c(C(C)NC(=O)Nc2ccc(F)cc2F)cnn1C (stereo not given)	2.3	-8.9	i	-10.9	-0.9	2.7	0.0	0.3	-4.8
COc1ccc(-c2csc3ncnc(Oc4cccc5ccc(C)nc45)c23)cc1	2.6	-7.7	i	23.7	-0.4	-14.3	-7.6	-6.8	-8.2
Cc1ccc(C2=CC(=O)CC(C)(C)C2)cc1	3.0	5.7	i	-0.8	1.2	6.3	-5.5	0.8	-4.6
O=C(NNC(=O)c1cc(F)c(F)cc1Cl)c1ccc(NS(=O)(=O)c2cccs2)cc1	3.6	5.7	i	-7.1	-0.8	-3.0	-1.8	-0.2	11.9
CSc1ccccc1OCc1cc(C(=O)NCCCc2ccccc2)no1	3.3	2.6	i	25.6	-1.3	3.9	-3.2	3.8	6.0
O=C(O)c1ccccc1C(=O)Nc1ccccc1NC(=O)c1ccccc1C(=O)O	2.4	18.8	i	-5.1	0.8	3.5	-0.8	-6.0	-7.7
COC(=O)c1c(C)[nH]c(C(=O)OCC(=O)N(CC(C)C)c2c(N)n(Cc3ccccc3)c(=O)[nH]c2=O)c1C	1.5	-14.6	i	-1.7	-0.6	0.9	-5.5	-2.3	-8.6
CC(Oc1ccc(F)cc1)C(=O)Nc1cc(S(=O)(=O)N2CCCCC2)ccc1N1CCN(C)CC1 (stereo not given)	1.3	-1.4	i	3.1	-0.4	2.2	1.1	-6.5	0.1
CN1CCc2ccc(NC(=O)c3ccc(C(F)(F)F)cc3)cc2C1	-0.7	-5.2	i	0.5	0.1	-1.8	-0.9	-2.1	-9.2
O=S1(=O)CCC(NC(=S)SCCOc2ccccc2)C1 (stereo not given)	1.2	40.0*	i	7.5	0.3	-5.0	-15.4	1.7	-13.6
O=c1[nH]c(-[n+]2ccc3ccccc3c2)c(/C=N/N=C(\[O-])c2ccccc2)s1	-6.9	9.3	i	-2.9	2.6	1.1	-3.2	-12.2	43.2*
O=c1c2ccccc2sc2ccc(Cl)cc12	-1.9	1.4	i	-1.2	-0.1	-11.2	-3.5	6.7	8.3
COCCNC(=O)[C@H]1C[C@@H]1[C@H](NP(=O)(c1ccccc1)c1ccccc1)c1ccccc1	0.4	8.1	i	-9.3	nt	-4.0	-1.6	3.7	-9.1
CC[C@H](C)[C@H](NC(N)=O)C(=O)Nc1ccc(NC(C)=O)cc1	-0.3	16.5	i	-5.5	-0.1	-0.1	-3.4	3.1	0.8

Part of the list above, reformatted.
Sequence of screens: Rin1-Abl PPI inh	PABP1 MLLE inh	Rpn11 block	FAS-TE inh	MsrA inh	CSN deneddyl inh	MsrA act	MT1-MMP act inh	eLon inh
COC(=O)c1c(C)[nH]c(C(=O)OCC(=O)N(CC(C)C)c2c(N)n(Cc3ccccc3)c(=O)[nH]c2=O)c1C
  1.5	-14.6	i	-1.7	-0.6	0.9	-5.5	-2.3	-8.6
CC(Oc1ccc(F)cc1)C(=O)Nc1cc(S(=O)(=O)N2CCCCC2)ccc1N1CCN(C)CC1 (stereo not given)
  1.3	-1.4	i	3.1	-0.4	2.2	1.1	-6.5	0.1
CN1CCc2ccc(NC(=O)c3ccc(C(F)(F)F)cc3)cc2C1
  -0.7	-5.2	i	0.5	0.1	-1.8	-0.9	-2.1	-9.2
O=S1(=O)CCC(NC(=S)SCCOc2ccccc2)C1 (stereo not given)
  1.2	40.0*	i	7.5	0.3	-5.0	-15.4	1.7	-13.6

Further records:
SMILES	Rin1-Abl PPI inh	PABP1 MLLE inh	Rpn11 block	FAS-TE inh	MsrA inh	CSN deneddyl inh	MsrA act	MT1-MMP act inh	eLon inh
O=C1OC(OC2CCCCC2)(c2ccccc2)c2ccccc21 (stereo not given)	0.8	6.6	i	25.7	-0.2	7.6	-2.9	2.7	-0.2
COc1cc(OC)c(N(C)C(=O)CCNC(=O)Cn2cnc3ccccc3c2=O)cc1Cl	4.8	-3.9	i	-7.3	0.7	5.6	-7.3	1.9	9.9
O=C(Nc1cccs1)OCCN1CCN(Cc2ccccc2)CCC1=O	-1.8	20.4	i	-10.4	-1.2	-2.5	-1.0	0.8	6.5
O=C(NCc1ccc(F)cc1)C(=O)NCC1OCCN1S(=O)(=O)c1cc(F)ccc1F (stereo not given)	-2.7	3.7	i	-6.0	-0.3	0.2	-8.6	-2.5	-5.2
CC1CN(c2nn3c(=O)c4ccccc4nc3c3ccccc23)CC(C)O1 (stereo not given)	-0.4	7.4	i	-4.4	0.8	-0.5	9.7*	12.1	-3.6
CS(=O)(=O)N1CCCC(C(=O)NC2CCCCCCC2)C1 (stereo not given)	1.6	-2.7	i	-5.4	1.0	-4.1	-2.7	-4.5	0.0
Cc1cnc(CNC(=O)CC2C(=O)NCCN2Cc2cccc(F)c2F)cn1 (stereo not given)	1.2	21.4	i	-7.6	-0.5	1.9	-1.4	-1.5	7.1
CCCc1cc(=O)oc2cc(OCC(=O)N3CCN(C(=O)C4COc5ccccc5O4)CC3)ccc12 (stereo not given)	-1.0	-10.5	i	11.2	0.3	5.0	0.0	-0.6	-4.7
O=C1CSC(=Nc2ccc(F)cc2)N1	1.5	-12.2	i	-7.7	0.4	-1.4	-7.7	-13.0	-10.8
O=C(CC[C@H]1O[C@@H](n2cnc3c(NC(=O)c4ccccc4)ncnc32)[C@H](O)[C@@H]1O)NCC1CCN(Cc2ccccc2)CC1	1.7	13.2	i	-15.0	1.2	13.5	-0.1	5.6	2.7
O=c1c2ccccc2nc2n1C(CBr)CN2 (stereo not given)	0.9	-5.7	i	-3.6	-0.7	0.1	-0.5	0.6	-11.7
CCOC(=O)C1Nc2ccccc2C2c3ccccc3CC12 (stereo not given)	4.0	28.6	i	3.0	0.0	-7.0	-5.5	-12.1	30.0*
CC(NC(=O)c1cnc2ccccc2n1)c1ccccc1 (stereo not given)	1.1	8.3	i	-2.2	-0.2	-1.1	-4.7	-4.4	5.0
COc1ccc(C=O)c(OCc2cn(CC(=O)c3ccc(O)cc3)nn2)c1	-3.1	-2.4	i	-4.9	0.1	-0.6	-4.0	0.5	-3.5
Cc1ccc(-c2nnn(Cc3nc4ccccc4s3)n2)cc1	-2.7	-6.7	i	30.4	0.1	-1.1	-1.9	-0.5	-2.1
Cn1cnnc1SCCn1c(N2CCCCC2)nc2c1c(=O)[nH]c(=O)n2C	1.4	4.9	i	-4.8	-1.2	2.5	2.4	2.5	-2.6
CCC1(C)Cc2c(sc3c2c(=O)n(-c2ccccc2)c(=O)n3C)CO1 (stereo not given)	-5.2	-49.1	i	-5.0	-1.3	-0.4	1.6	-2.4	-1.6
CCOC(=O)c1ccc(N2C(=O)c3n[nH]c(C)c3C2c2cccnc2)cc1 (stereo not given)	-1.3	9.8	i	3.1	-0.5	3.8	-2.0	3.7	5.2
COc1ccc(C(=O)Nc2ccc3ccccc3c2)cc1	0.9	16.3	i	3.4	-0.7	-0.3	-10.2	1.9	-3.1
CCOC(=O)c1sc2nccc(OC)c2c1N=CN(C)C	-1.4	-11.0	i	-4.2	1.8	-6.6	-6.3	-2.1	-0.8
CCN(C[C@H]1N[C@@](Cc2ccccc2)(C(=O)OC)[C@H]2C(=O)N(C)C(=O)[C@@H]12)S(=O)(=O)c1ccc(OC)cc1	-5.1	-0.3	i	-2.5	0.6	-2.8	-5.2	4.3	0.0
CCOC(=O)c1c(NC(=O)CN2C(=O)NC3(CCC(C)CC3)C2=O)sc(C)c1CC (stereo not given)	0.0	5.5	i	-7.5	-0.2	4.4	7.3	3.6	-4.8
Cc1noc(C)c1NC(=O)N(C)C[C@H]1Oc2ccc(NC(=O)NC(C)C)cc2C(=O)N([C@H](C)CO)C[C@@H]1C	-1.3	-8.3	i	-5.7	-0.8	-2.7	-2.1	0.8	5.6
O=C(Nc1ncc2c(n1)-c1ccccc1OC2)c1ccc(F)cc1	1.1	-2.9	i	5.2	1.3	-7.4	-2.7	-6.4	4.6
CC(=O)c1ccc(-n2nncc2-c2ccc([N+](=O)[O-])cc2)cc1	0.8	3.0	i	9.7	-0.4	-0.6	-8.7	-2.1	-6.2
O=C(CN1CCCC1)Nc1ccc(Cl)cc1C(F)(F)F	4.2	-3.5	i	-3.5	1.6	1.4	-2.1	-0.4	3.8
CCC(=O)c1ccc(OCC(O)CN2CCN(c3ccc(F)cc3)CC2)cc1 (stereo not given)	-3.0	-8.6	i	-4.3	-1.3	-2.8	-0.2	-0.2	-0.9
COc1ccc(C(=O)c2ccc(N(C)C)cc2)c2ccccc12	0.5	-2.9	i	28.0	-0.2	0.1	-4.0	8.9	-3.6
O=C(Cc1ccc(S(=O)(=O)N2CCCC2)s1)Nc1nc2c(s1)CCCC2	1.6	13.4	i	-0.1	1.0	10.0	-2.0	-21.3	-18.2
O=C(NN=C1CCCC1)c1ccc(O)cc1	1.2	-0.2	i	-3.9	1.2	-3.5	-1.2	4.6	-0.2
O=C(O)/C=C/C(=O)Nc1ccc(OC(F)F)cc1	5.6	-10.6	i	-5.0	1.8	-5.6	-1.4	-0.9	-0.1
O=C1c2ccccc2C(=O)N1CCC#Cc1ccc2cc(CCO)oc(=O)c2c1	2.0	-1.5	i	-15.7	1.9	-3.6	-0.8	7.9	-16.1
COc1ccc(C2CC2C(C)=O)cc1 (stereo not given)	0.0	-1.4	i	-7.0	0.3	-3.8	-3.1	3.0	-6.4
CCOc1[nH]n(-c2ccc(Cl)cc2)c(=O)c1C=Nc1ccc(OC)cc1	0.8	-12.5	i	30.6	0.4	-1.4	7.4	8.1	-0.1
CC1CCCC(N2CCN(C(=O)c3ccc(F)cc3)CC2)C1 (stereo not given)	-2.2	7.6	i	-3.1	-0.1	-0.8	-2.2	1.0	3.3
CC1(c2ccccc2)CC(C)(C)N(C(=O)CSc2nnc(N)s2)c2ccccc21 (stereo not given)	-0.2	9.3	i	10.6	0.3	1.0	-1.3	-11.7	-5.3

Full records, looked up by structure:
`O=C(NCc1ccc(F)cc1)C(=O)NCC1OCCN1S(=O)(=O)c1cc(F)ccc1F` (stereo not given) across the screens: Rin1-Abl PPI inh: -2.7; PABP1 MLLE inh: 3.7; Rpn11 block: i; FAS-TE inh: -6.0; MsrA inh: -0.3; CSN deneddyl inh: 0.2; MsrA act: -8.6; MT1-MMP act inh: -2.5; eLon inh: -5.2
`O=C(CC[C@H]1O[C@@H](n2cnc3c(NC(=O)c4ccccc4)ncnc32)[C@H](O)[C@@H]1O)NCC1CCN(Cc2ccccc2)CC1` across the screens: Rin1-Abl PPI inh: 1.7; PABP1 MLLE inh: 13.2; Rpn11 block: i; FAS-TE inh: -15.0; MsrA inh: 1.2; CSN deneddyl inh: 13.5; MsrA act: -0.1; MT1-MMP act inh: 5.6; eLon inh: 2.7

Random draw from the library. Share with any hit: about 3.7%.
